HIV RNase H inh – blocks HIV-1 RNase H cleavage of RNA/DNA duplex; 65,000 tested, 1.9% active; RT-RNase H RNA/DNA duplex cleavage, fluorescence; AID 565; P04585; inhibition, % at 10 µM; in the data active = inhibition above about 50%
RmlCD inh mix – inhibitors of RmlC and RmlD coupled enzymes; RmlC/RmlD coupled enzyme inhibition, 384-well mixture HTS; inhibition, % at 5.5 µM; 110,000 tested, 0.39% active; AID 1532; in the data active = inhibition above about 30%, passing the limit was not always enough; note: strong numbers were not always called active
* = called active by the depositor; . = not tested or not shown. This is a subset; rates above refer to the full screens.

no. | SMILES | HIV RNase H inh | RmlCD inh mix
1 | Cc1cc(C(=O)CSc2nnnn2-c2ccccc2)c(C)n1CC1CCCO1 (stereo unspecified) | 9 | -8
2 | CCOC(=O)N1CCC(Nc2c(NCCCN(CC)Cc3ccccc3)c(=O)c2=O)CC1 | . | -14
3 | O=C(Nc1ccc2c(c1)OCCO2)N1CCN(c2ccccc2)CC1 | . | -8
4 | Cn1c(=N)n(CC(=O)C(C)(C)C)c2ccccc21 | -17 | -14
5 | COC(=O)c1ccc(NC(=S)Nc2ccccc2)cc1 | . | 0
6 | CCC(=O)Nc1ccc(C(=O)NNC(=O)c2cccs2)cc1 | . | -9
7 | COCC(C)n1c(SCC(=O)NCCC2=CCCCC2)nc2ccccc2c1=O (stereo unspecified) | . | 6
8 | COc1ccc(NS(=O)(=O)c2ccc(N)cc2)nn1 | 1 | .
9 | CCC(OC(=O)C(NC(=O)c1ccccc1)c1ccccc1)C(=O)Nc1cc(C)on1 (stereo unspecified) | 2 | -8
10 | CCOc1cc(C(=O)Nc2ccon2)cc(OCC)c1OCC | -1 | -10
11 | ON1C(c2ccccc2C(F)(F)F)N(O)[C@H]2CCCC[C@H]21 (stereo partly specified) | -10 | -9
12 | COc1ccc(C2SCC(=O)N2c2c(C)n(C)n(-c3ccccc3)c2=O)cc1 (stereo unspecified) | -1 | 6
13 | Nn1c(SCC(=O)N2CCN(S(=O)(=O)c3ccccc3)CC2)nnc1-c1cccs1 | . | 4
14 | O=C(Nc1ccccc1)c1cccc(S(=O)(=O)NCc2ccco2)c1 | . | -9
15 | COC(=O)CCn1nnc(-c2cccs2)n1 | -1 | 1
16 | CCCCC1(C)NC(=O)N(CC(=O)Nc2ccc(S(=O)(=O)N3CCOCC3)cc2)C1=O (stereo unspecified) | 9 | 6
17 | O=C1C=C(c2ccc(Cl)cc2)OC2(CCCC2)O1 | . | -12
18 | CCOC(=O)c1cnn(-c2nc(C)cc(C)n2)c1N | -17 | 7
19 | Cc1ccc(N(CC(=O)NCc2cccnc2)S(C)(=O)=O)cc1C | -22 | 15
20 | CCCC(=O)Nc1ccc(C(=O)NNC(=O)c2ccco2)cc1 | . | 9
21 | CC(C(=O)c1cn(C)c2ccccc12)c1ccccc1 (stereo unspecified) | . | -1
22 | C#CCOCCOCCOCCNc1nc(N2CCN(C(=O)[C@H](CCC(=O)O)n3cc(C(N)[C@H](C)CC)nn3)CC2)nc(N2CCN(C(=O)[C@H](Cc3ccc(O)cc3)n3cc(C(N)[C@H](C)CC)nn3)CC2)n1 (stereo partly specified) | . | 7
23 | Clc1ccc(NCn2cncn2)nc1 | -3 | -11
24 | O=C(c1cnn2c(C(F)F)cc(-c3ccccc3)nc12)N1CCCc2ccccc21 | . | -12
25 | CCc1ccccc1Nc1nc(N)nc(COC(=O)c2cccn2C)n1 | -38 | 1
26 | CCCCN1CNC(=S)N(c2cc(C)ccc2C)C1 | . | 13
27 | CCOC(=O)c1csc(NC(=O)CSc2nnnn2-c2ccc(OCC)cc2)n1 | -7 | 3
28 | COCc1cc(C)nc(SCC(=O)Nc2cccc(C)c2)c1C#N | 12 | -16
29 | CCCCCN(C(=O)NC(=O)Nc1ccccc1C)S(C)(=O)=O | -6 | -10
30 | C[C@@H](C(=O)Nc1ccc2ccccc2c1)[C@H]1C[C@]1(C)[C@H](NC(=O)c1cccnc1)c1ccccc1 | . | 2
31 | O=C(COC(=O)c1ccc[nH]c1=O)NCC1CCCO1 (stereo unspecified) | -1 | 5
32 | COc1cc(OC)cc(C(=O)N[C@H](C(=O)NC23CC4CC(CC(C4)C2)C3)C(C)C)c1 | . | -25
33 | CCC(CC)NC(=O)COC(=O)c1cccc(C)c1O | . | -2
34 | COc1cccc(C(=O)N2CCN(S(C)(=O)=O)CC2)c1 | . | 0
35 | COc1ccc(S(=O)(=O)N2CCC(c3cc(-c4cccc5ccccc45)n[nH]3)CC2)cc1 | . | 5
36 | CC(C)=CC(=O)NCCc1ccccc1 | -11 | -10
37 | CC(=O)NC(C)C12CC3CC(CC(CC(=O)O)(C3)C1)C2 (stereo unspecified) | -5 | -13
38 | O=C(CCN1C(=O)C2C3C=CC(C3)C2C1=O)Nc1ccc(F)cc1 (stereo unspecified) | 4 | -7
39 | Cc1ccc(S(=O)(=O)NCCC(=O)NCc2ccc3c(c2)OCO3)cc1C | -59 | 1
40 | CCOC(=O)c1c(C)nc2c(c(SC)nn2-c2ccccc2)c1N | . | -2
41 | Clc1cccc(Cl)c1-c1nnc2cccc(Cl)n12 | . | -11
42 | Cc1ccc(S(=O)(=O)N(C)c2cc(S(=O)(=O)N3CCC(C)CC3)c(C)cc2C)cc1 | . | -16
43 | Cc1cc2c(OCC(O)CNC(C)(C)C)cccc2[nH]1 (stereo unspecified) | . | -21
44 | C#CCNC(=O)C1=C[C@@H](C2CC2)C[C@@H](OCCCCO)O1 | . | -9
45 | COc1ccc(OC)c(CN2C(=O)CCC2(C)C(=O)NC2CCCCCC2)c1 (stereo unspecified) | -5 | 29
46 | COc1ccc(Cl)cc1NC(=O)C1CCCN(c2cc(C)nc3ncnn23)C1 (stereo unspecified) | -17 | 13
47 | COC(=O)c1cccc(NC(=O)CSc2nnc(COc3cccc(C)c3)n2C)c1 | 8 | 17
48 | Cc1ccc(-c2cc(C(=O)NCc3ccccn3)c3ccccc3n2)cc1C | . | 8
49 | CCOC(=O)c1sc(C)c2c1NC(C)(c1cccs1)NC2=O (stereo unspecified) | -7 | 14
50 | N#CC1=C(N)OC2=C(C(=O)CCC2)C1c1ccccc1 (stereo unspecified) | -1 | -2
51 | COc1ccccc1NS(=O)(=O)c1ccccc1C#N | -84 | 11
52 | COc1ccc(S(=O)(=O)Cc2ccc(C(=O)N3CCCC3)o2)cc1 | -5 | -1
53 | O=C(Nc1ccc(C(F)(F)F)cc1)c1cc(-c2cccnc2)nc2ccc(Br)cc12 | . | -8
54 | COc1ccc(N=C2C(=Nc3ccc(OC)cc3)N(c3ccc(N(C)C)cc3)C(=S)N2c2ccc(OC)cc2)cc1 | . | -9
55 | COc1cc(NS(=O)(=O)c2ccc(Br)cc2)c(OC)cc1NC(=O)c1ccco1 | -2 | -9
56 | Clc1cccc(-c2cc3nc4c(c(N5CCN(c6cnccn6)CC5)n3n2)CCCC4)c1 | . | -48

Following part
no. | SMILES | HIV RNase H inh | RmlCD inh mix
57 | NC(=O)C1(N2CCCCC2)CCN(C(=O)c2cccn3c(=O)c4cc(Cl)ccc4nc23)CC1 | -8 | .
58 | COc1ccc(-c2cc(C(F)(F)F)nc(SCC(=O)N3CCOCC3)n2)cc1OC | -4 | 16
59 | CCn1c(=O)cc(SCC(=O)NCc2ccco2)c2ccccc21 | -16 | 10
60 | CCOc1ccc(-n2nnc3c(=O)n(CC(=O)N4CCCc5ccccc54)cnc32)cc1 | 7 | 3
61 | COc1ccc(NC(=O)c2cc3n(n2)C(C(F)(F)F)CC(c2ccc(OC)cc2)N3)cc1 (stereo unspecified) | . | -8
62 | O=C(CN1C(=O)c2ccccc2C1=O)Nc1cccnc1 | -7 | -40
63 | Fc1ccccc1N1CCN(Cc2ccc3c(c2)OCO3)CC1 | -3 | -3
64 | Cc1oc(-c2cccc(Cl)c2)[n+]([O-])c1C | -21 | -7
65 | Cc1ccc(CCNC(=O)C2CCC(=O)N2C(C)C)cc1 (stereo unspecified) | 0 | -17
66 | Cc1cc2cc(CCNC(=O)CC(C)C)c(=O)[nH]c2cc1C | -2 | -5
67 | CCn1c(C(C)NC(=O)c2ccc(OC)c(OC)c2)nc2ccccc21 (stereo unspecified) | -4 | 13
68 | CCSc1nc2c(c(=O)[nH]1)C(c1cccnc1)C(C(=O)OC(C)C)=C(C)N2 (stereo unspecified) | 1 | 6
69 | Cc1ccc(OCCCC(=O)Nc2ccc(N3CCOCC3)cc2)c(C)c1 | -5 | -12
70 | CN(C)CCCN1C(=O)C(=O)/C(=C(/O)c2ccc3c(c2)OCO3)C1c1ccccn1 (stereo unspecified) | -3 | .
71 | CCOC(=O)C(C)(C)Sc1nc2c(cnn2-c2ccc(Cl)cc2)c(=O)[nH]1 | -9 | 3
72 | COC(=O)CC1C(=O)NCCN1C(=O)Nc1ccccc1 (stereo unspecified) | -13 | 8
73 | COC(=O)c1ccc(NC(=O)N2CCOCC2)cc1 | -12 | 3
74 | Cc1nn(Cc2ccccc2Cl)c(C)c1NC(=O)c1cc(-c2ccc(F)cc2)on1 | -1 | 17
75 | CC1CCCN(C/C(O)=C(\C#N)c2nc3ccccc3[nH]2)C1 (stereo unspecified) | -4 | -11
76 | CCOC(=O)C1=C(C)NC(C)=C(C(=O)OCC)C1C(=O)OC1CCOC1=O (stereo unspecified) | -7 | 14
77 | Cn1c(=O)c2c(nc(CN3CCC(C(N)=O)CC3)n2Cc2ccccc2F)n(C)c1=O | -5 | -7
78 | CCOC(=O)c1c(C)oc2cc(Br)c(O)c(Br)c12 | 0 | 3
79 | COc1ccc2[nH]cc(C(=O)CN3CCC(C)CC3)c2c1 | -3 | 4
80 | Cc1cccc(NC(=S)NNC(=O)CCn2cc(C)cn2)c1 | . | -10
81 | Cc1cc(C#N)c2ccccc2n1 | -13 | 17
82 | CCC(=O)NC(=S)N1CCN(c2ccc([N+](=O)[O-])cc2Cl)CC1 | . | 4
83 | COC(=O)C(C)n1cnc2c(cnn2-c2ccc(Cl)cc2)c1=O (stereo unspecified) | 1 | 5
84 | Cc1ccc(CN(C)C(=O)c2ccccc2Oc2ccccc2)o1 | 50 | -9
85 | Cc1cc(C(C)(C)C)cc(S(=O)(=O)Nc2cccc(C(=O)O)c2)c1C | . | -11
86 | CC1(c2nnc(-c3cccc(Cl)c3)o2)CC(c2ccc(Cl)cc2)=NO1 (stereo unspecified) | . | -19
87 | C/C(=N/NC(=O)CNc1ccc(C)cc1)c1ccc(Br)s1 | . | 5
88 | COCCn1c(N)c(NCc2ccccc2)c(=O)n(CC(=O)Nc2cc(C)ccc2C)c1=O | -4 | 1
89 | Cc1nn(C)c(C(=O)NNC(=S)Nc2ccc(Cl)cc2)c1[N+](=O)[O-] | . | -16
90 | NC(=O)[C@H]1CC2(CC(c3cccc(NC(=O)COc4ccc(Cl)cc4)c3)=NO2)CN1C(=O)Cc1ccc([N+](=O)[O-])cc1 (stereo partly specified) | . | 11
91 | O=[N+]([O-])c1ccc(Sc2ccccc2Cl)nc1 | . | 8
92 | O=C1c2ccc(-c3nc4ccccc4o3)cc2C(=O)N1Cc1cccnc1 | 5 | -10
93 | CCOc1ccc(NC(=O)c2ccccc2NC(=O)CN(C)CC(=O)Nc2ccc(C)cc2)cc1 | . | -7
94 | COc1ccccc1-n1c(SCC(N)=O)nnc1-c1ccccc1 | -24 | -10
95 | COCCCN1C(=O)C(=O)/C(=C(/O)c2ccc(OC)cc2)C1c1ccc(O)c(OC)c1 (stereo unspecified) | 3 | -8
96 | O=S1(=O)N=C(Nc2nc3c(s2)CCCC3)c2ccccc21 | -1 | 1
97 | CC(=O)NC12CC3CC(C1)CC(C(=O)Nc1nccs1)(C3)C2 | 1 | -234
98 | Oc1ccc(Cl)cc1-c1cc(-c2cccc(Br)c2)n[nH]1 | . | -12
99 | Cc1cccc(Oc2coc3cc(OC(=O)c4cc5ccccc5oc4=O)ccc3c2=O)c1 | . | 9
100 | CC(C)[C@@H]1NC(=O)c2cc([N+](=O)[O-])cc(F)c2NCCC[C@@H](C(N)=O)NC(=O)[C@H](CO)NC1=O | . | 8
101 | Cc1ccc([N+](=O)[O-])cc1NC(=O)CCCOc1ccccc1 | . | -9
102 | Cc1oc(C)c(C(=O)O)c1COc1ccc(C(=O)O)cc1 | 5 | -5
103 | O=S(=O)(Nc1ccc(S(=O)(=O)Nc2cccc3ccccc23)cc1)c1ccccc1 | . | -13
104 | O=c1[nH]c(CSc2nnc(-c3ccncc3)n2Cc2ccco2)nc2ccccc12 | -13 | -3
105 | CCC(C)C1N=C(c2ccccc2)c2cc(Cl)ccc2N(CC(=O)NCc2ccco2)C1=O (stereo unspecified) | . | -15
106 | Cc1ccc(-c2csc(NCCc3nc4cc(Cl)c(Cl)cc4n3CCCO)n2)cc1 | . | 7
107 | O=C(c1cc(-c2ccc(Cl)c(Cl)c2)on1)N1CCCCC1 | 0 | .
108 | Cc1ccc(CS(=O)(=O)Cc2ccc(C(=O)NCc3ccccn3)o2)cc1 | -3 | 3
109 | COc1ccccc1CNc1cc(CSc2ccc(Cl)cc2)nc(C)n1 | . | 5
110 | NC(=O)C1CCN(C2CC(=O)N(Cc3cccs3)C2=O)CC1 (stereo unspecified) | . | -12
111 | Cn1c(=O)n(CC(=O)N2CCN(c3nnc(-c4ccccc4)c4ccccc34)CC2)c2ccccc21 | -8 | 2
112 | CN1CCN(CCCNC(=O)C2CC(=O)N(C3CCCCC3)C2)CC1 (stereo unspecified) | -5 | -2

New compounds follow:
no. | SMILES | HIV RNase H inh | RmlCD inh mix
113 | COC(=O)n1c(SC)nc2ccccc21 | -16 | -8
114 | O=C(CSc1n[nH]c(-c2ccccc2)n1)c1ccccc1 | -40 | 5
115 | CCC(C)(C)n1nnnc1C(c1cc(OC)c(OC)c(OC)c1)N1CCN(c2ccccc2)CC1 (stereo unspecified) | -14 | -17
116 | COc1cc2c(cc1OC)C(C(=O)Nc1cccc(C)n1)C(c1cccnc1)N(C)C2=O (stereo unspecified) | 3 | 9
117 | CCOc1ccc(C(=O)NC(Cc2ccccc2)C(=O)OC)cc1 (stereo unspecified) | . | -12
